BLM inh: inhibitors of human Bloom syndrome helicase BLM; P54132; recombinant BLM DNA unwinding, fluorescence dequenching; Potency, µM (highest dose often 56.1 µM), without a hit: at the top dose activity change, negative = inhibition, usual class: inhibitors; 350,000 compounds, 0.2% hits; AID 2528;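 also: potency is read from the fitted curve at half-maximal effect; plate controls were vehicle for no effect and no enzyme for full effect; nearly all actives have a fitted effect of over 35% in size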
TRHR ag: agonists of human TRH receptor; P34981; TRHR cells, calcium flux fluo-8, FDSS agonist mode; activation, % at 2 µM; 360,000 compounds, 0.18% hits; AID 493084; in the data active = activation above about 30%; also: 0% is about no effect
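In this calcium-flux screen, cells bearing human TRHR are dye-loaded with fluo-8, baselined for 10 cycles, then exposed to library compounds; positive kinetic calcium responses during the agonist phase mark hits, with TRH as control.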
Pol beta inh: inhibitors of human DNA polymerase beta; Pol beta primer extension/strand displacement, fluorescence kinetic; Potency, µM (doses to about 114 µM), inactives show at the top dose activity change, negative = inhibition, usual class: inhibitors; 340,000 compounds, 1.3% hits; AID 485314; also: potency is read from the fitted curve at half-maximal effect; % is scaled to controls: 0 for no effect and ±100 for the full control effect
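10 nM enzyme + cpd, 15 min RT; start with substrate 50 nM final; read 0 min and after 10 min RT. Corrected, normalized data; 4-parameter Hill curve fit.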
ALOX12 inh: blocks human arachidonate 12S-lipoxygenase; 580,000 compounds, 1.1% hits; purified 12hLO, xylenol orange hydroperoxide absorbance; AID 1671190; P18054; Potency, µM (titrated, usually from 108 µM), inactives show top-dose activity change, negative = inhibition, most hits filed as inhibitors; also: potency is read from the fitted curve at half-maximal effect; % is scaled to controls: 0 for no effect and ±100 for the full control effect
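Purified human 12hLO (150 nM final) in 25 mM Hepes, 0.01% Triton X-100, pH 7.0 was preincubated 15 min at room temperature with compound. Then 40 uM arachidonic acid was added, 30 min. Hydroperoxide was read by Fe-XO absorbance ratio 573/405 nm.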
ERG Ets-DNA blk: inhibitors of human ERG Ets domain-DNA interaction | AID 624246 | 370,000 compounds, 0.028% hits | Potency, µM (series often up to 76.9 µM), for the others: at the top dose FP activity, negative = inhibition, usual class: inhibitors | P11308 | fluorescence polarization, His-ERG Ets domain / labelled DNA; active = well fitted inhibition curve with a large enough effect in the polarisation, with a control signal flat; inconclusive = small, poorly fitted or top-dose-only effect, or effect the other way, or a change in a side signal; inactive = no such curve, though single readings can be large or run the other way; the % refers to the polarisation;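 also: polarization taken with two DNA probes labelled with fluorescein and Texas red; potency is read from the fitted curve at half-maximal effect; % of control where 0% means no effect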
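His-tagged ERG Ets domain (1 uM in the protein solution; 300mM KCl, 50mM Tris-HCl, 1mM EDTA, 1mM DTT, pH 7.5) received compound, then a probe mix of 5 nM fluorescein-DNA and 100nM Texas-615-DNA. Fluorescence polarization was read for both dyes.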
Apoferritin bind: binds horse apoferritin like a general anesthetic. Potency, µM (doses to about 77.5 µM), for the others: at the highest dose activity change, negative = displacement, actives largely listed as inhibitors. AID 485281. 350,000 compounds, 0.074% hits. P02791. apoferritin/1-aminoanthracene competitive binding, fluorescence; also: potency is read from the fitted curve at half-maximal effect; % is scaled to controls: 0 for no effect and ±100 for the full control effect; nearly all actives have a fitted effect of over 20% in size
Target sequence (P02791 2-175 limits assumed): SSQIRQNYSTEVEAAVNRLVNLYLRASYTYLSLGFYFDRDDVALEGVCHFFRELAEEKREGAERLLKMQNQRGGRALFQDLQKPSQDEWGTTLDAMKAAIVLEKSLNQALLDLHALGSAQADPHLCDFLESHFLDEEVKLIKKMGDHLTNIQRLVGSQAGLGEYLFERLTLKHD
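Read-out: endpoint 1-AMA fluorescence, excitation 380 nm and emission 535 nm, after compounds sit 10 min at room temperature with 10 uM horse-spleen apoferritin in 50% saturated 1-AMA/PBS. Values come from four-parameter Hill fits.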
APE1 inh: blocks human APE1 abasic DNA cleavage | recombinant APE1, TAMRA/BHQ-2 abasic DNA cleavage fluorescence | P27695 | Potency, µM (titrated, usually from 65.8 µM), for the others: top-dose activity change, negative = inhibition, usual class: inhibitors | AID 2517 | 350,000 compounds, 0.35% hits;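 also: potency is read from the fitted curve at half-maximal effect; plate controls were vehicle for no effect and reference inhibitor for full effect; nearly all actives have a fitted effect of over 55% in size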
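Incision of a quenched TAMRA/BHQ-2 THF abasic-site duplex (50 nM) by 0.75 nM APE1, after 15 min compound preincubation, measured as fluorescence increase over three 60 s reads. Values normalized to buffer, DMSO and NSC13755 control wells.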
POLI inh: inhibitors of human DNA polymerase iota; 390,000 compounds, 1% hits; AID 588590; Pol iota fluorescent replication assay, 10 min; Potency, µM (series often up to 115 µM), inactives show at the top dose activity, negative = inhibition, hits mostly inhibitors; also: potency is read from the fitted curve at half-maximal effect
Target sequence (Q9UNA4 whole entry, looked up): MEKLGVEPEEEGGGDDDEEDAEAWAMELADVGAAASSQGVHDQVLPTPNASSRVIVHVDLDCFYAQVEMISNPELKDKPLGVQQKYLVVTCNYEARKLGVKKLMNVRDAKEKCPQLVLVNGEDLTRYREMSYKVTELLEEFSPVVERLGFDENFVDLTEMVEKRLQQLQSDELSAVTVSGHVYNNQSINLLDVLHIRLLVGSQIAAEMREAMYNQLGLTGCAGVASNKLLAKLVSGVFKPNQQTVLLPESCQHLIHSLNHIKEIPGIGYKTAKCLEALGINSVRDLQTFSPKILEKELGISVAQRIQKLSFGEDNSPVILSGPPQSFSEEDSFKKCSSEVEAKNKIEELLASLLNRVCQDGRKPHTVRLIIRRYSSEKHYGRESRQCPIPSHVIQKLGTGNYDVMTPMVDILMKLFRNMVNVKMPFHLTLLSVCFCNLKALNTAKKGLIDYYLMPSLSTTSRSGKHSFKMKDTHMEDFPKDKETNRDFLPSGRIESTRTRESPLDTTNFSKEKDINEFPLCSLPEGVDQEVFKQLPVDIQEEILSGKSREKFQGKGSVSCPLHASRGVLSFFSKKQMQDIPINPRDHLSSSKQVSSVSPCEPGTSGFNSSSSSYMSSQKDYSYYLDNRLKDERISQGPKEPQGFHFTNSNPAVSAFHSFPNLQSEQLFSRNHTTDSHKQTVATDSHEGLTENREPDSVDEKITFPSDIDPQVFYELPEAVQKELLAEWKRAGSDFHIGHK
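Pol iota at 10 nM preincubated 15 min with compounds at room temperature; reaction started with fluorescent substrate, 50 nM final. Fluorescence read kinetically at 0 and 10 min; buffer-only wells as negative control.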
Pol kappa inh: inhibitors of human DNA polymerase kappa; purified Pol kappa, fluorescent DNA synthesis assay, 10 min; 400,000 compounds, 0.53% hits; AID 588579; Potency, µM (series often up to 107 µM), inactives show top-dose activity, negative = inhibition, most hits filed as inhibitors; also: potency is read from the fitted curve at half-maximal effect; % is scaled to controls: 0 for no effect and ±100 for the full control effect
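Here, compound and 10 nM enzyme are combined for 15 min at room temperature; adding 50 nM substrate (final) starts DNA synthesis, tracked by fluorescence at 0 and 10 min against buffer-only wells.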
The depositor's hits bear a star; & = joins results of further samples; [ ] = remark or other dose. Unless noted, calls follow the shape of the dose curve; as a rule, active = well fitted curve in the direction sought with a large enough effect; inconclusive = small, poorly fitted or top-dose-only effect, or another doubt; inactive = no such curve, though single readings can be large; an effect the other way counts as inactive or inconclusive. Some of the compounds tested, so the mix of outcomes need not match the whole.

Sample of the layout, 4 compounds:
For CN(CCCN1CCOCC1)C(=O)c1cc(COc2cccc(C(F)(F)F)c2)on1 the results were BLM inh -1%, TRHR ag 0.4, Pol beta inh 1%, ALOX12 inh 2%, ERG Ets-DNA blk -3%, Apoferritin bind -7%, APE1 inh -3%, POLI inh -7% and Pol kappa inh 14%.
O=C(CSc1nnc(-c2ccc(O)cc2)o1)Nc1cccc(O)c1 was read as BLM inh -1%, TRHR ag -0.1, Pol beta inh 9%, ALOX12 inh -7%, ERG Ets-DNA blk 0%, Apoferritin bind -12%, APE1 inh -13%[12.4 µM], POLI inh 27% and Pol kappa inh -14%.
For COc1ccc(-c2cc(=O)oc3cc(OCC(=O)NCC(O)c4ccccc4)ccc23)cc1 (stereo not drawn) the results were BLM inh -1%, TRHR ag 0.5, Pol beta inh 26%, ALOX12 inh inconclusive, ERG Ets-DNA blk -8%, Apoferritin bind -8%, APE1 inh 20%, POLI inh 29% and Pol kappa inh 2%.
Screening CCC(=O)c1ccc(OCCSc2ncccn2)cc1 returned BLM inh -12%, TRHR ag -0.7, Pol beta inh 14%, ALOX12 inh 0%, ERG Ets-DNA blk -7%, Apoferritin bind -2%, APE1 inh 1%, POLI inh inconclusive and Pol kappa inh -6%.

The list itself, from the start:
For CN(CCCN1CCOCC1)C(=O)c1cc(COc2cccc(C(F)(F)F)c2)on1 the results were BLM inh -1%, TRHR ag 0.4, Pol beta inh 1%, ALOX12 inh 2%, ERG Ets-DNA blk -3%, Apoferritin bind -7%, APE1 inh -3%, POLI inh -7% and Pol kappa inh 14%.
O=C(CSc1nnc(-c2ccc(O)cc2)o1)Nc1cccc(O)c1 was read as BLM inh -1%, TRHR ag -0.1, Pol beta inh 9%, ALOX12 inh -7%, ERG Ets-DNA blk 0%, Apoferritin bind -12%, APE1 inh -13%[12.4 µM], POLI inh 27% and Pol kappa inh -14%.
For COc1ccc(-c2cc(=O)oc3cc(OCC(=O)NCC(O)c4ccccc4)ccc23)cc1 (stereo not drawn) the results were BLM inh -1%, TRHR ag 0.5, Pol beta inh 26%, ALOX12 inh inconclusive, ERG Ets-DNA blk -8%, Apoferritin bind -8%, APE1 inh 20%, POLI inh 29% and Pol kappa inh 2%.
Screening CCC(=O)c1ccc(OCCSc2ncccn2)cc1 returned BLM inh -12%, TRHR ag -0.7, Pol beta inh 14%, ALOX12 inh 0%, ERG Ets-DNA blk -7%, Apoferritin bind -2%, APE1 inh 1%, POLI inh inconclusive and Pol kappa inh -6%.
Cc1ccc(N2C(=O)Nc3ccc(Br)cc3C2(O)C(=O)NCCN(C)C)cc1C (stereo not drawn) was read as BLM inh -5%, TRHR ag 1.8, Pol beta inh 10%, ALOX12 inh 18%, ERG Ets-DNA blk -4%, Apoferritin bind 13%, APE1 inh 48%, POLI inh 6% and Pol kappa inh -16%.
Screening C=CCN1c2ccccc2C(=O)CS1(=O)=O returned TRHR ag 0.2, ALOX12 inh inconclusive, ERG Ets-DNA blk 5%, APE1 inh -12%, POLI inh 5%&-24% and Pol kappa inh -15%&-11%.
`COC(=O)CCCCCN1C(=O)NC(c2ccccc2)C(C(=O)OCc2ccccc2)=C1C` (stereo not drawn) gave BLM inh -12%&-4%, TRHR ag 0.9, Pol beta inh -20%, ALOX12 inh -5%, ERG Ets-DNA blk 26%, Apoferritin bind -16%&56%, APE1 inh -6%&-6%, POLI inh -2% and Pol kappa inh -10%.
For CCCCC(=O)Nc1cc(-c2cn3cccnc3n2)ccc1C the results were BLM inh -1%, TRHR ag 0.5, Pol beta inh -14%, ALOX12 inh -5%, ERG Ets-DNA blk 2%, Apoferritin bind 39%[activator], POLI inh 7% and Pol kappa inh -7%[60.1 µM].
Screening Fc1ccccc1CSc1ncn[nH]1 returned BLM inh 3%, TRHR ag 0.3, Pol beta inh -1%, ALOX12 inh 0%, ERG Ets-DNA blk -7%, Apoferritin bind -8%, APE1 inh 5%, POLI inh -5% and Pol kappa inh -8%.
O=C(O)c1ccnc(Cl)c1 was read as BLM inh 2%, TRHR ag -0.4, Pol beta inh 2%, ALOX12 inh -1%, ERG Ets-DNA blk 2%, Apoferritin bind 5%, APE1 inh 1%, POLI inh 6% and Pol kappa inh -8%.
For Cc1cc(C(=O)Oc2ccccc2C(=O)O)c(C)o1 the results were BLM inh -4%, TRHR ag 0.1, Pol beta inh 14%, ALOX12 inh inconclusive, ERG Ets-DNA blk -3%, Apoferritin bind -9%, APE1 inh 0%, POLI inh -3% and Pol kappa inh -7%.
Cc1cc(C)c2c(=O)cc(C(=O)Nc3ccc(C)c(Cl)c3)oc2c1 was read as BLM inh -10%, TRHR ag 0.4, Pol beta inh 7%, ALOX12 inh -6%, ERG Ets-DNA blk 2%, Apoferritin bind 0%, POLI inh inconclusive and Pol kappa inh -31%.
O=C(NCCc1nccs1)C1CCC(=O)N(Cc2cccc(C(F)(F)F)c2)C1 (stereo not drawn) was read as BLM inh -2%, TRHR ag -0.1, Pol beta inh 2%, ALOX12 inh 1%, ERG Ets-DNA blk -2%, Apoferritin bind -1%, APE1 inh 6%, POLI inh 76%[activator] and Pol kappa inh -3%.
For COC(=O)c1cc(CNC(=O)c2ccc(O)c(Cl)c2)ccc1OC the results were BLM inh 1%, TRHR ag 1.1, Pol beta inh -21%, ALOX12 inh -17%, ERG Ets-DNA blk 11%, Apoferritin bind -3%, APE1 inh -1%, POLI inh -4% and Pol kappa inh -18%.
For O=C(COC(=O)COc1ccccc1)Nc1ccc2c(c1)OCCO2 the results were ALOX12 inh -16%, ERG Ets-DNA blk -7%, APE1 inh -7%, POLI inh 52%[activator] and Pol kappa inh -12%.
Screening O=[N+]([O-])c1ccccc1NCc1c(O)ccc2ccccc12 returned BLM inh -22%, TRHR ag -0.5, Pol beta inh 10%, ALOX12 inh inconclusive, ERG Ets-DNA blk -14%, Apoferritin bind inconclusive, APE1 inh 0%, POLI inh -7% and Pol kappa inh 9%.
`CN(c1ccc(C(=O)N2CCOCC2)cc1[N+](=O)[O-])C1CCCCC1` gave BLM inh -3%, TRHR ag 0.4, Pol beta inh 30%, ALOX12 inh -13%, ERG Ets-DNA blk -7%, Apoferritin bind inconclusive, APE1 inh 13%, POLI inh 8%[58.9 µM] and Pol kappa inh -3%.
`CCCC(=O)N1CCN(c2ccc(NC(=O)c3ccco3)cc2)CC1` gave BLM inh -3%, TRHR ag -0.1, Pol beta inh 12%, ALOX12 inh 0%, ERG Ets-DNA blk 4%, Apoferritin bind -8%, APE1 inh -9%, POLI inh 25% and Pol kappa inh -13%.
Screening O=C(C[n+]1ccccc1)Nc1cc(C(F)(F)F)ccc1Cl returned BLM inh 5%, TRHR ag -2.1, Pol beta inh 13%, ALOX12 inh 1%, ERG Ets-DNA blk -8%, Apoferritin bind 7%, APE1 inh 7%, POLI inh 13% and Pol kappa inh -10%.
For CCc1c(C)c2ccc(OC3CCCCC3=O)cc2oc1=O (stereo not drawn) the results were BLM inh -7%, TRHR ag -1.2, Pol beta inh 42%, ALOX12 inh -1%, ERG Ets-DNA blk -12%, Apoferritin bind -6%, APE1 inh -10%, POLI inh 3% and Pol kappa inh -2%.
For CCn1cc(C(=O)NCc2ccc(C)o2)c2cc(OC)c(OC)cc2c1=O the results were BLM inh -6%, TRHR ag -0.1, Pol beta inh 51%, ALOX12 inh 0%, ERG Ets-DNA blk -4%, Apoferritin bind -10%, APE1 inh -3%, POLI inh 56%[activator] and Pol kappa inh -15%.
`CCc1ccc(CN(C(=O)c2cc(=O)c3ccc(C)cc3o2)C2CCS(=O)(=O)C2)cc1` (stereo not drawn) gave BLM inh -2%, TRHR ag -0.8, Pol beta inh -3%, ALOX12 inh -66%, ERG Ets-DNA blk 1%, Apoferritin bind inconclusive, POLI inh -2% and Pol kappa inh 3%.
`CC1=C(c2ccc(C)cc2)S(=O)(=O)NC1=NCCCN1CCN(c2cc(C)ccc2C)CC1` gave BLM inh -6%, TRHR ag 0.4, Pol beta inh 0%, ALOX12 inh -1%, ERG Ets-DNA blk 7%, Apoferritin bind 14%, POLI inh 34%[activator] and Pol kappa inh 4%.
`Cc1ccc(S(=O)(=O)N2CCN(C(=O)c3ccc(Cl)nc3)CC2)cc1` gave BLM inh -1%, TRHR ag -0.2, Pol beta inh -1%, ALOX12 inh -1%, ERG Ets-DNA blk -26%, Apoferritin bind 7%, APE1 inh 1%, POLI inh 89%[activator] and Pol kappa inh -12%.
`CCOc1ccc(/C=N/Nc2nc(N3CCCC3)nc(N3CCCC3)n2)cc1OC` gave BLM inh -5%, TRHR ag 0.4, Pol beta inh -3%, ALOX12 inh -7%, Apoferritin bind -15%, APE1 inh -2%, POLI inh 3% and Pol kappa inh -1%.
CCCN1CCc2nc(N3CCN(c4ncccn4)CC3)ncc2C1 was read as BLM inh 32%[activator], TRHR ag 0.2, Pol beta inh 12%, ALOX12 inh inconclusive, ERG Ets-DNA blk 2%, Apoferritin bind -8%, POLI inh 16% and Pol kappa inh 4%[60.1 µM].
`COC(=O)c1cc(S(=O)(=O)N2CCN(c3ccc(F)cc3)CC2)c[nH]1` gave BLM inh -2%, TRHR ag -0.6, Pol beta inh 14%, ALOX12 inh 10%, ERG Ets-DNA blk 10%, Apoferritin bind -2%, APE1 inh 66%[activator], POLI inh 27% and Pol kappa inh 7%.
Screening Cc1cc(=O)oc2c3c(ccc12)OCN(Cc1ccc(Cl)cc1)C3 returned BLM inh -4%, TRHR ag -0.4, Pol beta inh 5%, ALOX12 inh 1%, ERG Ets-DNA blk -2%, Apoferritin bind 545%[activator], POLI inh -4% and Pol kappa inh 3%.
